# Wnt act: activates Wnt/beta-catenin signaling in a reporter cell assay; activator, plate reader; activation, % at 9.35 µM; 1.2% of 300,000 active; in the data active means activation above about 30%, passing the limit was not always enough;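 further: 0% = neutral control wells and 100% = positive control wells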
# phage Ecoli inh: E. coli growth loss with phage present | 0.26% of 360,000 active | inhibition, % at 11.9 µM | growth absorbance; in the data active means inhibition above about 11%
# SR-BI HDL uptake: inhibitors of mouse SR-BI mediated HDL lipid uptake. ldlA[mSR-BI] CHO cells, DiI-HDL uptake fluorescence, 3 h. inhibition, % at 12.5 µM. 0.96% of 320,000 active;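 active means mean replicate inhibition of at least 70% and a set share of replicates each scoring 70 or more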;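 further: 0% = median of neutral control wells and 100% = median of positive control wells; values of inactives mirror those of a sister screen read the other way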
# Target sequence (Q61009 whole entry, looked up): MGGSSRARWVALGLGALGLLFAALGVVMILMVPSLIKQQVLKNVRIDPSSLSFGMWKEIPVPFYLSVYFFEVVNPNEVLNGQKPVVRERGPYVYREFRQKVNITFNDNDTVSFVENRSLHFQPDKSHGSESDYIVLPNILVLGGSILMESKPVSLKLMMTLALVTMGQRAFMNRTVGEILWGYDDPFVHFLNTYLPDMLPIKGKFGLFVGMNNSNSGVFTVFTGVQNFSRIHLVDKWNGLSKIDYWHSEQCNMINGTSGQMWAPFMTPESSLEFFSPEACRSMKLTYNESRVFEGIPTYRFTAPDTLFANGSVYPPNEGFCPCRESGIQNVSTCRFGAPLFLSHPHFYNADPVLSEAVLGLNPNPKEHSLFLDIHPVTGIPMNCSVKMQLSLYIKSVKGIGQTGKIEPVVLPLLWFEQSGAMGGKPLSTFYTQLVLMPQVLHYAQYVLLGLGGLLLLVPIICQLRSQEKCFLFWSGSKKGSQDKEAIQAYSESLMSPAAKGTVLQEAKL
# MITF TRPM1 HTS: activators of MITF-driven TRPM1 promoter activity in SK-MEL-5 cells; SK-MEL-5 TRPM1-promoter luciferase, 24 h; % of positive control, neutral wells = 0; activation, % at 12.5 µM; 0.75% of 300,000 active; AID 588334;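 active means mean activation of at least 80% with every replicate also reaching 80%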;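 further: 0% = neutral control wells and 100% = parthenolide positive control wells; values of inactives mirror those of a sister screen read the other way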
# AddAB inh: less growth of phage-infected E. coli with AddAB | E. coli expressing H. pylori AddAB, absorbance growth | inhibition, % at 11.9 µM | 0.29% of 330,000 active | AID 435030; in the data active means inhibition above about 12%;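 further: 0% = vehicle wells of infected cells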
# CAL PDZ FP-1: inhibitors of human CAL PDZ peptide binding. inhibition, % at 24.9 µM. 0.92% of 300,000 active. purified CAL PDZ, TMR-peptide fluorescence polarization, 1 h. Q9HD26. AID 602252;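 active means mean inhibition of at least 30% with at least half of replicates also reaching 30%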;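 further: 0% = DMSO neutral control and 100% = excess unlabeled competitor peptide PRC23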
# E coli growth: bacterial growth inhibition, counter-screen for AddAB inhibitors. E. coli V3065 growth, OD600 absorbance, 18 h. inhibition, % at 11.9 µM. 0.27% of 330,000 active;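 active means inhibition above the campaign's mean inhibition across all tested compounds plus 3 SD, cut at about 9.9% in these data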;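 further: uninfected addAB+ strain grown without phage in ampicillin broth; 0% = DMSO wells and 100% = ciprofloxacin 0.95 µg/ml wells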
# CAL PDZ FP-2: human CAL PDZ-peptide interaction inhibition; Q9HD26; purified CAL PDZ, TMR-peptide fluorescence polarization, 1 h; inhibition, % at 20 µM; 0.02% of 330,000 active; AID 504414;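 active means highest replicate inhibition of at least 40%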;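 further: plate controls were DMSO neutral control wells for no effect and unlabeled competitor peptide control wells for full effect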
#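 material = purified tagged CAL PDZ domain construct (CerCALP) | compound dosing = 20 µM, one dose | times = 1 h at RT | measured by = fluorescence polarization from S- and P-plane intensities, G-factor corrected | read-out = inhibition from polarization loss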
# SR-BI DiI-HDL act: enhances SR-BI lipid uptake from DiI-HDL | CHO ldlA[mSR-BI] cells, DiI-HDL uptake fluorescence, 3 h; 100 = double the neutral-control signal | activation, % at 12.5 µM | 0.096% of 320,000 active | AID 504775;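 active means mean replicate activation of at least 60% and every replicate at or above 60%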;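 further: 0% = median plate neutral-control signal and 100% = twice that signal; values of inactives mirror those of a sister screen read the other way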
#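 system = CHO ldlA[mSR-BI] cells, LDL receptor-null, SR-BI overexpressing | medium = Ham's F12 with 0.5% BSA, HEPES 25 mM, pH 7.4 | probe or stimulus = DiI-HDL 10 µg/mL | compound dosing = single-point compound dose | incubation = compound exposure 3 h, 37 °C | technique = DiI fluorescence, bottom read | read-out = cell-associated DiI fluorescence as measure of HDL uptake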
# Tat transport: blocks Tat-dependent protein export in E. coli. inhibition, % at 10 µM. E. coli MC4100 TorA-mCherry Tat export, fluorescence. 0.036% of 340,000 active. AID 488895;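 active means mean replicate inhibition at least 50% and at least half of replicates individually reaching 50%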;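 further: exported cargo escapes ClpAP degradation while cytoplasmic cargo is degraded and loses fluorescence; 0% = median of neutral control wells and 100% = median of NaSCN control wells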
# * marks the source's active call; other numbers are inactive results; nt = no result given; & = joins results of further samples.
SMILES,Wnt act,phage Ecoli inh,SR-BI HDL uptake,MITF TRPM1 HTS,AddAB inh,CAL PDZ FP-1,E coli growth,CAL PDZ FP-2,SR-BI DiI-HDL act,Tat transport
Cc1[nH][nH]c(=O)c1C=NCc1cccnc1,0,1.8,-10,4,0.2,3,-0.1,-1.9,10,-5
Cc1ccc(C(=O)Oc2coc(CSc3nnc(NC(=O)C4CC4)s3)cc2=O)cc1C,nt,2.5,15,8,nt,-4,nt,-0.4,-15,-5
C/C(=C\c1ccccc1)C(=O)n1nnc2ccccc21,-1,0.7,-14,-11,1.7,nt,2.2,-2.5,14,-13
COc1cccc(-c2sc3ccc(OC)cc3c2-c2ccc(OCCN3CCOCC3)cc2)c1,-3,0.3,31,-1,-0.4,1,-2.6,-0.4,-31,-5
Cc1cc(C)cc(OCC(=O)OCC(=O)NC2CCCC2)c1,1,0.5,-12,3,1.6,-1,-0.1,-0.3,12,0
O=C1CCCCC1C(=O)c1ccccc1 (centres undefined),11,3.6,nt,nt,6.4,nt,-0.5,nt,nt,nt
O=c1oc2ccc3ccccc3c2c2c1SC(C(F)(F)F)C2 (centres undefined),-2,nt,-2,nt,2.8,-12,-0.3,-0.2,2,-3
CCN(CC(=O)NCc1cccs1)C(=O)CCCOc1ccccc1,9,-2.3,23,1,1.1,-3,-0.3,-1.6,-23,-4
CCN(CC(=O)Nc1ccc(OC)cc1)C(=O)Cc1cccs1,1,2.4,-13,2,-1.9,1,0.3,-2.1,13,-6
CCN1CCN(c2ccc(S(=O)(=O)N3CCCCC3)cc2NC(=O)c2sccc2C)CC1,-3,5.1,-22,14,0.2,4,-2.0,-0.1,22,1
COc1ccc(-c2cc(C(F)(F)F)n3nc(C(=O)N4CCN5CCCC5C4)cc3n2)cc1OC (centres undefined),1,1.2,nt,11,3.9,nt,-1.2,-1.1,nt,-8
Cc1cc(C)nc(/N=C(\N)N2CCCCCC2)n1,-3,1.8,-9,-5,0.8,6,-1.0,-0.8,9,-1
Cc1cc(Br)ccc1SCC(=O)OCC(=O)NC1CCCC1,-7,4.9,11,9,-2.7,-2,-1.6,-0.7,-11,-11
O=C(CN1C(=O)NC2(CCOc3ccccc32)C1=O)NCC(F)(F)F (centres undefined),-1,0.3,nt,4,3.1,nt,0.8,0.4,nt,-4
O=C(COc1ccccc1)NC1CCCN(Cc2ccccc2F)C1 (centres undefined),-2,2.8,32,-5,2.7,nt,2.5,-1.7,-32,-1
CC(=O)c1cccc(OCc2cc(C(=O)N(C)CCC3CCOCC3)no2)c1,21,4.2,19,63,2.7,-3,-0.2,-1.2,-19,0
Cc1cc(C(F)(F)F)nn1CC(=O)NNC(=S)Nc1ccc(F)cc1,nt,3.7,-16,-5,0.3,0,-1.3,nt,16,1
NC(=O)c1c(NC(=O)Cn2nc(C(=O)O)c3ccccc3c2=O)sc2c1CCCC2,0,3.0,nt,5,-3.8,-2,-1.3,0.4,nt,2
O=C(Nc1ccc2c(c1)OCO2)c1ccc(Br)o1,15,3.5,-12,39,2.0,-4,2.1,-0.2,12,2
O=C(Cc1ccccc1[N+](=O)[O-])NCc1ccncc1,1,1.7,2,-7,-1.1,-2,-1.3,-0.2,17,-1
CCOC(=O)c1c(Nc2ccc(Cl)cc2)sc(/C=C2\C=Nc3ccccc32)c1O,-6,2.7&2.6,91*,-1,-0.1,-5,1.6,-1.2,-91,2
O=C(Nc1ccc(CN2CCCCC2)cc1)c1cc(Br)ccc1Cl,-3,3.9,21,-8,1.9,-2,0.0,0.0,-21,-1
CC1(C)Cc2c(C#N)c(N3CCN(C(=O)c4ccco4)CC3)nc(-c3ccco3)c2CS1,-4,1.2,-18,3,1.3,-1,1.6,-1.0,18,-5
COC(=O)c1ccccc1NC(=O)CNc1cc(Cl)ccc1N1CCOCC1,nt,2.8,20,-21,2.4,-4,-1.3,-0.1,-20,10

# Gathered by group, the entries above containing an aryl thioether with sulfur outside any ring (two)
SMILES,Wnt act,phage Ecoli inh,SR-BI HDL uptake,MITF TRPM1 HTS,AddAB inh,CAL PDZ FP-1,E coli growth,CAL PDZ FP-2,SR-BI DiI-HDL act,Tat transport
Cc1ccc(C(=O)Oc2coc(CSc3nnc(NC(=O)C4CC4)s3)cc2=O)cc1C,nt,2.5,15,8,nt,-4,nt,-0.4,-15,-5
Cc1cc(Br)ccc1SCC(=O)OCC(=O)NC1CCCC1,-7,4.9,11,9,-2.7,-2,-1.6,-0.7,-11,-11

# Quoted from the listing:
# `COC(=O)c1ccccc1NC(=O)CNc1cc(Cl)ccc1N1CCOCC1` in Tat transport: 10
# `O=C(CN1C(=O)NC2(CCOc3ccccc32)C1=O)NCC(F)(F)F` (centres undefined) in MITF TRPM1 HTS: 4
# `NC(=O)c1c(NC(=O)Cn2nc(C(=O)O)c3ccccc3c2=O)sc2c1CCCC2` in AddAB inh: -3.8
# `O=C(Cc1ccccc1[N+](=O)[O-])NCc1ccncc1` in Tat transport: -1
# `CC1(C)Cc2c(C#N)c(N3CCN(C(=O)c4ccco4)CC3)nc(-c3ccco3)c2CS1` in CAL PDZ FP-1: -1
# `CC(=O)c1cccc(OCc2cc(C(=O)N(C)CCC3CCOCC3)no2)c1` in CAL PDZ FP-1: -3

# Going on with the list.
SMILES,Wnt act,phage Ecoli inh,SR-BI HDL uptake,MITF TRPM1 HTS,AddAB inh,CAL PDZ FP-1,E coli growth,CAL PDZ FP-2,SR-BI DiI-HDL act,Tat transport
Cc1cc2c(N=O)c(NO)ccc2[nH]1,nt,nt,-12,-50,1.0,-2,1.7,nt,12,-14
CCC(=O)N1CCc2cc(S(=O)(=O)NCCCOC)ccc21,-2,0.9,2,6,1.6,-3,-0.5,-1.1,-2,-6
C=CCCN(C1CCCC1)S(=O)(=O)c1ccccc1Br,1,1.9,1,8,0.3,1,-0.9,-0.1,-1,-3
Cc1ccc(C)c(OCC(=O)NNC(=O)c2ccc(=O)[nH]c2)c1,-3,2.1,0,4,-0.1,1,-0.3,-0.2,0,0
CCN(CC)S(=O)(=O)c1ccc(/C=C/C(=O)NC2CCCCC2)cc1,-3,1.2,nt,-10,5.8,-3,1.8,-4.1,nt,5
CCCCCC(=O)Nc1ccc(C2C(=O)c3ccccc3C2=O)cc1,0,3.7,-12,38,0.2,0,-1.8,0.2,12,-4
COC(=O)c1cccc(NC(=O)C(C)(C)C)c1,17,1.6,5,nt,5.8,nt,1.7,0.5,-5,10
COC(=O)c1cc(S(=O)(=O)N2CCC(C)CC2)cn1C,0,0.6,-8,2,2.3,-3,-1.7,-0.3,8,-1
C[C@H](CO)N1C[C@H](C)[C@@H](CN(C)S(C)(=O)=O)Oc2ccc(NC(=O)Nc3ccc(C(F)(F)F)cc3)cc2C1=O,-2,2.9,-4,-2,1.1,0,1.1,-1.5,4,2
COc1cc2cc(C(c3nnnn3C(C)(C)C)N3CCC(C)CC3)c(=O)[nH]c2cc1OC (centres undefined),nt,0.3,-17,nt,2.8,-2,0.0,-2.2,17,3
O=C(c1csc2c1CCCCC2)N1CCN(c2ncccn2)CC1,-3,2.2,-4,11,0.7,-3,-0.9,-2.1,4,-5
O=C(c1ccccc1)N1C(=O)C(c2ccccc2)Oc2ccccc21 (centres undefined),-1,1.0,nt,nt,1.2,-2,-0.2,-3.6,nt,4
NC(=O)COC(=O)c1ccc(Cl)c(S(=O)(=O)N2CCN(c3ccc(F)cc3)CC2)c1,-1,0.8,7,2,3.2,-4,0.2,-2.2,-7,7
COc1cccc(OCCCCN2CC(C)OC(C)C2)c1 (centres undefined),0,2.5,-40,-1,5.0,42*,1.2,-0.6,40,0
CCCn1nc2cc(C(=O)NCc3ccccc3)ccc2c1OCC,-2,3.4,20,4,1.3,0,0.2,1.7,-20,8
CC(=O)c1cccc(NS(=O)(=O)c2cc3c(cc2C)NC(=O)CO3)c1,-2,2.6,5,-6,1.4,-3,1.0,-2.1,-5,-8
CC1(C)CC(NS(=O)(=O)c2ccc(F)cc2)CC(C)(C)N1,-1,-1.3,nt,-6,2.5,-1,-0.9,nt,nt,9
C=C(C)Cn1c(CCNC(=O)CCC)nc2ccccc21,1,1.1,-1,7,1.5,-2,-1.6,-4.1,1,5
CCOc1ccc(NC(=O)N[C@@H](CCSC)C(=O)OC)cc1,-2,2.9,-1,2,2.4,nt,3.7,-1.7,21,-2
Nc1nc(N)nc(-c2cc(C(F)(F)F)ccc2Cl)n1,-1,0.9,-25,-6,3.0,0,-2.9,0.8,25,-9
COc1cc(CCC(=O)OCC(=O)Nc2ccc3c(c2)OCO3)cc(OC)c1OC,-1,0.7,nt,6,-1.2,nt,-0.9,-0.5,nt,-5
O=C(CCC1CCCN(C(=O)Cc2cccc(F)c2)C1)N1CCN(c2ccccn2)CC1 (centres undefined),-2,2.1,nt,8,3.4,1,1.5,-0.5,nt,1
CN(CC(=O)NC1CCCCCC1)S(=O)(=O)c1cnc[nH]1,-1,3.7,1,8,3.9,-2,1.1,-8.1,-1,7
CC1=C(C)C(=O)OC(C(C)C2CCC3C4CC=C5CC(OC6OC(COC7OC(CO)C(O)C(O)C7O)C(O)C(O)C6O)CC(O)C5(C)C4CCC23C)C1 (centres undefined),-1,1.1,2,-7,0.3,-2,-0.7,-2.2,-2,5
ClCc1nnc(-c2cc3c(s2)CCCC3)o1,2,-0.3,1,-10,nt,-3,nt,-0.5,-1,10
CSCCC(NC(=O)c1ccccc1Br)C(=O)N1CCCCCCC1 (centres undefined),-2,-0.6,-23,-4,4.4,-2,1.9,-2.7,23,-3
COCCn1c(SCC(=O)N(C)c2c(N)n(Cc3ccccc3)c(=O)[nH]c2=O)nnc1-c1cccc(C)c1,-2,2.4,-21,9,3.2,-2,1.8,-1.8,21,7
CC(=O)OCC[n+]1c(C)n(-c2ccccc2)c2ccc(Cl)cc21,nt,3.2,-25,4,-2.2,20,1.1,-2.4,25,-1
COc1ccc(C2Nc3ccccc3C(=O)N2Cc2ccco2)cc1CN1C(=O)c2ccccc2C1=O (centres undefined),-16,1.6&0.0,13&10,-1&-7,-1.5&-0.5,4&-3,0.2&-0.9,-0.3&-1.5,-13&-10,3&1
O=C(NCCc1ccncc1)Nc1ccc(Cl)c(Cl)c1,3,4.5,29,1,1.5,-1,-0.6,-2.1,-29,1
Cn1c(SCC(=O)NC2CCCCC2)nnc1-c1cccc(N)c1,nt,2.5,0,-2,3.0,-4,-1.7,1.1,0,1
O=C(COC(=O)c1ccc(S(=O)(=O)N2CCCCC2)cc1)NCc1ccccc1,-2,3.9,-6,2,-2.6,1,-0.7,0.0,6,-1
O=C(Nc1cccc(C(=O)O)c1)/C(=C\c1ccc2c(c1)OCO2)NC(=O)c1ccccc1Cl,-2,1.6,-13,2,3.9,-1,0.2,-3.7,13,3
O=C(Nc1cccc(Cl)c1)c1cc([N+](=O)[O-])ccc1N1CCN(CCO)CC1,-2,3.6,32,8,1.4,nt,0.0,-0.7,-32,9

# Assay outcomes: PubChem BioAssay, several laboratories
